From PubChem BioAssay
NFkB binder – NF-kappa-B p105 (human) binding; P19838; Small molecule microarray, anti-His fluorescence binding; calls only; 17,000 tested, 1.3% active; AID 624139;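 active means spot fluorescence over background significantly raised, with a chance value under 7% in all four replicate spots of the compound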;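 further: probe protein is his-tagged human p50 processed subunit at 1 µg/ml; raw spot fluorescence signals with no normalization applied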
Target sequence (P19838 1-433 limits assumed): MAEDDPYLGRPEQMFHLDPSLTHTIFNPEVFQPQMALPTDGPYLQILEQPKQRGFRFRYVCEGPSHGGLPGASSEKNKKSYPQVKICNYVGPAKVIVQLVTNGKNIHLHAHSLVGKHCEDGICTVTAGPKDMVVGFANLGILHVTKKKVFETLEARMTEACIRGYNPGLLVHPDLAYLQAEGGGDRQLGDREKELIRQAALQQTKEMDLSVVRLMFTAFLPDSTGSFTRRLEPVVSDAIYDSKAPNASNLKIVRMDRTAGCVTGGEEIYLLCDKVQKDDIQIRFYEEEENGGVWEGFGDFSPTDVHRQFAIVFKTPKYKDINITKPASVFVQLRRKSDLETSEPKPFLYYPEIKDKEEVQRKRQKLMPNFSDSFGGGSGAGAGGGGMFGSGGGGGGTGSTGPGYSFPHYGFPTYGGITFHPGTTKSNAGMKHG
Calls only; i = inactive; + = active, no number.

mol	NFkB binder
CCOC(=O)C1CCCCN1Cc1cccc([N+](=O)[O-])c1 (stereo not drawn)	i
CNC[C@H]1Oc2c(NS(=O)(=O)c3cn(C)cn3)cccc2C(=O)N([C@H](C)CO)C[C@@H]1C	i
Cc1ccc(S(=O)(=O)N(C)C[C@@H]2Oc3ccc(NS(=O)(=O)c4ccccc4)cc3CC(=O)N([C@H](C)CO)C[C@H]2C)cc1	i
CC(C)NC(=O)Nc1ccc2c(c1)C(=O)N([C@@H](C)CO)C[C@@H](C)[C@H](CN(C)S(=O)(=O)c1cn(C)cn1)OCCCC[C@@H](C)O2	i
O=C(Nc1ccncc1)c1cc([N+](=O)[O-])ccc1Cl	i
O=C(NCc1cccnc1)c1cnn2c(C(F)(F)F)cc(-c3ccccc3)nc12	i
O=C(NCc1ccccc1)C(c1ccccc1)N(Cc1ccccc1)C(=O)Cc1ccccc1 (stereo not drawn)	i
Cc1cccc(NC(=O)C2CN(S(=O)(=O)c3ccccc3)CCN2S(=O)(=O)c2ccccc2)c1 (stereo not drawn)	i
C[C@@H]1CN([C@@H](C)CO)C(=O)Cc2cc(NC(=O)Cc3cn(C)c4ccccc34)ccc2O[C@H]1CN(C)S(=O)(=O)c1cn(C)cn1	i
CC1CC(=O)C2=C(C1)C1OC1C1(O)C2C(=O)c2cccc(O)c2C1O (stereo not drawn)	i
CCOC(=O)c1c(-c2ccccc2)csc1NC(=O)Cn1cnc2ccccc2c1=O	i
C[C@@H]1CN([C@@H](C)CO)C(=O)c2cccc(NC(=O)C3CCOCC3)c2O[C@H]1CN(C)S(=O)(=O)c1ccc(Cl)cc1	i
OCc1nc2ccccc2n1CCOc1cccc(Cl)c1	i
COc1ccc(S(=O)(=O)N(C)C[C@H]2Oc3c(NC(=O)C4CCOCC4)cccc3C(=O)N([C@@H](C)CO)C[C@H]2C)cc1	i
C[C@@H]1CN([C@@H](C)CO)C(=O)c2cc(NS(=O)(=O)c3ccccc3)ccc2O[C@@H](C)CCCCO[C@@H]1CN(C)C(=O)C1CCCCC1	i
C[C@H](CO)N1C[C@H](C)[C@H](CN(C)Cc2ccc(C(F)(F)F)cc2)Oc2ccc(NS(=O)(=O)c3cccs3)cc2CC1=O	i
C[C@@H]1CCCCO[C@@H](CN(C)C)[C@H](C)CN([C@@H](C)CO)C(=O)c2cc(NC(=O)Nc3ccccc3)ccc2O1	i
CNC[C@@H]1Oc2ncc(Br)cc2C(=O)N([C@H](C)CO)C[C@@H]1C	i
CCOc1ccccc1CN1CCN(Cc2cc(Br)ccc2O)CC1	i
C[C@H](CO)N1C[C@H](C)[C@H](CN(C)Cc2ccc(C(F)(F)F)cc2)OCCCC[C@H](C)Oc2ccc(NS(C)(=O)=O)cc2C1=O	i
CCOC(=O)c1c(CN2CCOCC2)nc2c3ccccc3ccn12	i
Cc1noc(C)c1NC(=O)Nc1cccc2c1O[C@H](CN(C)Cc1ccc3c(c1)OCO3)[C@H](C)CN([C@H](C)CO)C2=O	i
C[C@@H]1CCCCO[C@@H](CN(C)C(=O)Nc2ccccc2)[C@H](C)CN([C@H](C)CO)C(=O)c2cc(NC(=O)Cc3ccccc3)ccc2O1	i
COC(=O)c1ccc([C@H]2C=C(C(=O)O)O[C@@H](OCCCCO)C2)cc1	i
C[C@H](CO)N1C[C@H](C)[C@H](CN(C)S(=O)(=O)c2cn(C)cn2)Oc2ccc(N(C)C)cc2C1=O	i
O=C(Nc1ccc(O)cc1)c1cc(S(=O)(=O)N2CCOCC2)c(Cl)cc1Cl	i
CNC[C@H]1Oc2c(cccc2N(C)C)C(=O)N([C@@H](C)CO)C[C@H]1C	i
C[C@H]1CCCCO[C@H](CN(C)C)[C@@H](C)CN([C@@H](C)CO)C(=O)c2cc(NS(=O)(=O)c3cccs3)ccc2O1	i
C[C@@H]1CN([C@H](C)CO)C(=O)c2cccc(NC(=O)Nc3cccc4ccccc34)c2O[C@H]1CN(C)C(=O)Nc1cccc2ccccc12	i
C[C@@H]1CCCCO[C@@H](CN(C)S(=O)(=O)c2ccc(F)cc2)[C@@H](C)CN([C@H](C)CO)C(=O)c2cc(NC(=O)Nc3ccccc3)ccc2O1	i
C[C@@H]1CCCCO[C@@H](CN(C)Cc2ccc(C(F)(F)F)cc2)[C@H](C)CN([C@@H](C)CO)C(=O)c2cc(NS(=O)(=O)c3ccc(Cl)cc3)ccc2O1	i
Cc1cc(C)nc(SCC(=O)Nc2cc([N+](=O)[O-])ccc2C)n1	i
C[C@@H]1CN([C@H](C)CO)C(=O)CCCn2cc(nn2)CO[C@H]1CN(C)C(=O)Nc1ccccc1C(F)(F)F	i
C[C@@H]1CN([C@@H](C)CO)C(=O)Cc2cc(NC(=O)c3ccncc3)ccc2O[C@H]1CN(C)C(=O)NC1CCCCC1	i
CC(C)NC(=O)Nc1cccc2c1O[C@H](CN(C)CC1CC1)[C@@H](C)CN([C@@H](C)CO)C2=O	i
C=C1C(=O)O[C@H]2[C@H]1[C@H](O)CC(=C)[C@@H]1CC(=O)C(C)[C@H]21 (stereo partly drawn)	i

Brought forward from above: 7 compounds, then new ones.
mol	NFkB binder
C[C@@H]1CCCCO[C@@H](CN(C)S(=O)(=O)c2ccc(F)cc2)[C@@H](C)CN([C@H](C)CO)C(=O)c2cc(NC(=O)Nc3ccccc3)ccc2O1	i
C[C@@H]1CCCCO[C@@H](CN(C)Cc2ccc(C(F)(F)F)cc2)[C@H](C)CN([C@@H](C)CO)C(=O)c2cc(NS(=O)(=O)c3ccc(Cl)cc3)ccc2O1	i
Cc1cc(C)nc(SCC(=O)Nc2cc([N+](=O)[O-])ccc2C)n1	i
C[C@@H]1CN([C@H](C)CO)C(=O)CCCn2cc(nn2)CO[C@H]1CN(C)C(=O)Nc1ccccc1C(F)(F)F	i
C[C@@H]1CN([C@@H](C)CO)C(=O)Cc2cc(NC(=O)c3ccncc3)ccc2O[C@H]1CN(C)C(=O)NC1CCCCC1	i
CC(C)NC(=O)Nc1cccc2c1O[C@H](CN(C)CC1CC1)[C@@H](C)CN([C@@H](C)CO)C2=O	i
C=C1C(=O)O[C@H]2[C@H]1[C@H](O)CC(=C)[C@@H]1CC(=O)C(C)[C@H]21 (stereo partly drawn)	i
C[C@@H]1CN([C@H](C)CO)C(=O)c2cc(NS(=O)(=O)c3cccs3)ccc2O[C@@H](C)CCCCO[C@@H]1CN(C)C(=O)CCC(F)(F)F	i
C[C@H](CO)N1C[C@H](C)[C@H](CN(C)S(=O)(=O)c2cccs2)Oc2ccc(NS(C)(=O)=O)cc2CC1=O	i
C[C@@H]1CN([C@H](C)CO)C(=O)c2cc(NC(=O)Cc3ccccc3)ccc2O[C@@H]1CN(C)C(=O)NC1CCCCC1	i
CCC(=O)Nc1ccc(C(=O)Nc2cc(OC)ccc2NC(=O)c2ccco2)cc1	i
CC(C)NC(=O)Nc1ccc2c(c1)C(=O)N([C@@H](C)CO)C[C@H](C)[C@H](CN(C)C(=O)CCC(F)(F)F)OCCCC[C@H](C)O2	i
Cc1noc(C)c1NC(=O)Nc1ccc2c(c1)C(=O)N([C@H](C)CO)C[C@@H](C)[C@H](CN(C)C(=O)C1CCCCC1)OCCCC[C@@H](C)O2	i
C[C@H]1CN([C@@H](C)CO)C(=O)c2cc(NC(=O)Nc3ccc(F)cc3)ccc2O[C@@H]1CN(C)S(=O)(=O)c1cccs1	i
C[C@@H]1CN([C@H](C)CO)C(=O)Cc2cc(NC(=O)Cn3cnnn3)ccc2O[C@H]1CN(C)C(=O)NC1CCCCC1	i
Cc1noc(C)c1NC(=O)N(C)C[C@@H]1Oc2ccc(NC(=O)CCC(F)(F)F)cc2CC(=O)N([C@@H](C)CO)C[C@H]1C	i
C[C@@H]1CN([C@@H](C)CO)C(=O)c2cc(NC(=O)C3CC3)ccc2O[C@H]1CN(C)C	i
COc1ccc(S(=O)(=O)N(C)C[C@@H]2Oc3c(NC(=O)NC4CCCCC4)cccc3C(=O)N([C@@H](C)CO)C[C@@H]2C)cc1	i
COCCOC(=O)N1C(=O)[C@@]2(c3cc(C#CC4=CCCCC4)ccc31)[C@H](C(=O)N1CCN(c3ncccn3)CC1)[C@H]1C(=O)O[C@H](c3ccccc3)[C@H](c3ccccc3)N1[C@@H]2c1ccccc1OCCO	+

The closing 2 entries of the part before are carried over, then new ones follow.
mol	NFkB binder
COc1ccc(S(=O)(=O)N(C)C[C@@H]2Oc3c(NC(=O)NC4CCCCC4)cccc3C(=O)N([C@@H](C)CO)C[C@@H]2C)cc1	i
COCCOC(=O)N1C(=O)[C@@]2(c3cc(C#CC4=CCCCC4)ccc31)[C@H](C(=O)N1CCN(c3ncccn3)CC1)[C@H]1C(=O)O[C@H](c3ccccc3)[C@H](c3ccccc3)N1[C@@H]2c1ccccc1OCCO	+
CS(=O)(=O)Nc1ccc([N+](=O)[O-])cc1OC1CCCCC1	i
CCOC(=O)CSc1nnc2c3ccccc3n(C)c2n1	i
C[C@H](CO)N1C[C@H](C)[C@@H](CN(C)C(=O)Nc2ccc(F)cc2)Oc2ccc(NC(=O)NC3CCCCC3)cc2C1=O	i
CC1(CCO[C@H]2O[C@H](CO)[C@@H](O)[C@H](O)[C@H]2O)CCC2C(=CCC3[C@]2(C)CCC[C@@]3(C)C(=O)O)C1 (stereo partly drawn)	i
Cc1noc(C)c1NC(=O)N(C)C[C@H]1Oc2ccc(NS(=O)(=O)c3cn(C)cn3)cc2C(=O)N([C@H](C)CO)C[C@H]1C	i
CNC[C@H]1OCCCC[C@H](C)Oc2ccc(NC(=O)Nc3cccc4ccccc34)cc2C(=O)N([C@@H](C)CO)C[C@@H]1C	i
Clc1ccc(CSc2nnc(-c3ccco3)n2Cc2ccco2)c(Cl)c1	i
C[C@H](CO)N1C[C@H](C)[C@H](CN(C)S(=O)(=O)c2cccs2)Oc2ncc(-c3ccccc3)cc2C1=O	i
C[C@@H]1CN([C@@H](C)CO)C(=O)CCCn2cc(nn2)CO[C@H]1CN(C)Cc1ccncc1	i
Cc1ccc(C)c(NC(=O)Cn2cc([N+](=O)[O-])cn2)c1	i
O=C(O)CCCC(=O)Nc1ccc([N+](=O)[O-])cc1	i
C[C@@H]1CN([C@@H](C)CO)C(=O)c2cccc(NC(=O)c3nc4ccccc4s3)c2O[C@@H]1CN(C)C(=O)NC1CCCCC1	i
Cc1noc(C)c1NC(=O)Nc1cccc2c1O[C@H](CN(C)S(=O)(=O)c1cccs1)[C@H](C)CN([C@@H](C)CO)C2=O	i
COC(=O)c1cn(C[C@H](Cc2ccccc2)NC(=O)Nc2ccccc2)nn1	i
COc1ccc(CCNC(=S)Nc2ccc(-c3nc4ccc(C)cc4s3)cc2)cc1OC	i
Cc1ccccc1NC(=O)CSCCO	i
C[C@@H]1CCCCO[C@@H](CN(C)Cc2ccccc2)[C@@H](C)CN([C@@H](C)CO)C(=O)c2cc(NC(=O)CCCN(C)C)ccc2O1	i
C[C@H]1CCCCO[C@H](CN(C)C)[C@@H](C)CN([C@@H](C)CO)C(=O)c2cc(NC(=O)Nc3ccc(C(F)(F)F)cc3)ccc2O1	i
COc1ccccc1NC(=O)N(C)C[C@H]1OCc2cn(nn2)CCCC(=O)N([C@H](C)CO)C[C@H]1C	i
Cc1noc(C)c1S(=O)(=O)N(C)C[C@@H]1Oc2ccc(NC(=O)Nc3ccccc3)cc2C(=O)N([C@@H](C)CO)C[C@@H]1C	i
C[C@@H]1CN([C@H](C)CO)C(=O)c2cccc(NC(=O)C3CCOCC3)c2O[C@@H]1CN(C)S(=O)(=O)c1cccs1	i
CNC[C@H]1Oc2c(NC(=O)Nc3ccccc3)cccc2C(=O)N([C@H](C)CO)C[C@H]1C	i
CCc1cc2c(=O)n(CC(=O)Nc3ccccc3OC)cnc2s1	i
Cc1cccc(CN(C)C[C@@H]2Oc3ncc(-c4ccccc4)cc3C(=O)N([C@H](C)CO)C[C@@H]2C)c1	i
Cc1ccc(S(=O)(=O)N(C)C[C@@H]2Oc3ccc(NC(=O)NC4CCCCC4)cc3CC(=O)N([C@H](C)CO)C[C@@H]2C)cc1	i
CC1(C)NC(=O)N(CCCOc2ccccc2CO)C1=O	i
Clc1ccc2ncnc(NCc3ccc4c(c3)OCO4)c2c1	i
C[C@@H]1CN([C@@H](C)CO)C(=O)c2cc(NC(=O)Cc3cn(C)c4ccccc34)ccc2O[C@@H]1CN(C)C(=O)Nc1ccccc1	i
CNC[C@@H]1OCCCC[C@@H](C)Oc2ccc(NC(=O)c3ccncc3)cc2C(=O)N([C@H](C)CO)C[C@H]1C	i
CCN(CC)CC1CCN(c2ncc3ncnc(Nc4ccc(F)c(Cl)c4)c3n2)CC1	i
NC(=O)CC1C(=O)N(c2ccc(Cl)cc2)C(=S)N1Cc1cccnc1 (stereo not drawn)	i
C[C@@H]1CCCCO[C@@H](CN(C)C(=O)Nc2ccc3c(c2)OCO3)[C@@H](C)CN([C@H](C)CO)C(=O)c2cc(NS(C)(=O)=O)ccc2O1	i
C[C@@H]1CCCCO[C@H](CN(C)C)[C@H](C)CN([C@@H](C)CO)C(=O)c2cc(NS(=O)(=O)c3cn(C)cn3)ccc2O1	i
O=C1c2ccccc2C(=O)N1OS(=O)(=O)c1cccc2cccnc12	i
C[C@@H]1CN([C@H](C)CO)C(=O)c2cc(NC(=O)C3CC3)ccc2O[C@H]1CN(C)Cc1ccc(-c2ccccc2)cc1	i
CC(C)NC(=O)N(C)C[C@@H]1Oc2ccc(NC(=O)Nc3ccccc3)cc2C(=O)N([C@@H](C)CO)C[C@H]1C	i
CN(C)C(=O)[C@@]1(CCS(=O)(=O)c2ccccc2)N=C(c2ccc(OCCCO)cc2)O[C@H]1c1ccccc1	i
O=C(O)C1CC=C(Cl)CC1C(=O)Nc1ccc(Br)cc1 (stereo not drawn)	i
O=C(NC(=S)Nc1ccccc1-c1nc2ccccc2s1)c1ccco1	i
COc1ccc(C(=O)CSc2ncnc3sc4c(c23)CCCC4)cc1	i
COc1ccc(S(=O)(=O)NCc2cccnc2)c(C)c1C	i
C[C@@H]1CCCCO[C@H](CN(C)C(=O)Nc2ccc(C(F)(F)F)cc2)[C@H](C)CN([C@H](C)CO)C(=O)c2cc(NS(C)(=O)=O)ccc2O1	i
CNC[C@H]1Oc2ccc(NC(=O)Nc3ccccc3)cc2CC(=O)N([C@H](C)CO)C[C@@H]1C	i

Not all compounds are listed; the hit share may differ from the screen's.
